Apoferritin bind – binds horse apoferritin like a general anesthetic; apoferritin/1-aminoanthracene competitive binding, fluorescence; Potency, µM (series often up to 77.5 µM), for the others: top-dose activity change, negative = displacement, actives largely listed as inhibitors; 350,000 compounds, 0.074% hits; P02791; further: nearly all actives have a fitted effect of over 20% in size
Target sequence (P02791 2-175 limits assumed): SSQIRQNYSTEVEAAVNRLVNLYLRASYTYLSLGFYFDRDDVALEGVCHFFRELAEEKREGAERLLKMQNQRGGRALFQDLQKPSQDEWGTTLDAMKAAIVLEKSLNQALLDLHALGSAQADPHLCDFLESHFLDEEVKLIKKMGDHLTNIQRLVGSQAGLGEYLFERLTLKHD
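In PBS, apoferritin at 10 uM is loaded with 1-AMA from a 50% saturated solution. After 10 min of compound exposure at ambient temperature, reduced 535 nm fluorescence indicates probe displacement.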
APE1 inh – APE1 (human) endonuclease inhibition. P27695. recombinant APE1, TAMRA/BHQ-2 abasic DNA cleavage fluorescence. Potency, µM (top dose mostly 65.8 µM), without a hit: top-dose activity change, negative = inhibition, actives largely listed as inhibitors. 350,000 compounds, 0.35% hits. AID 2517;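 further: plate controls were vehicle for no effect and reference inhibitor for full effect; nearly all actives have a fitted effect of over 55% in size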
Target sequence (P27695 whole entry, looked up): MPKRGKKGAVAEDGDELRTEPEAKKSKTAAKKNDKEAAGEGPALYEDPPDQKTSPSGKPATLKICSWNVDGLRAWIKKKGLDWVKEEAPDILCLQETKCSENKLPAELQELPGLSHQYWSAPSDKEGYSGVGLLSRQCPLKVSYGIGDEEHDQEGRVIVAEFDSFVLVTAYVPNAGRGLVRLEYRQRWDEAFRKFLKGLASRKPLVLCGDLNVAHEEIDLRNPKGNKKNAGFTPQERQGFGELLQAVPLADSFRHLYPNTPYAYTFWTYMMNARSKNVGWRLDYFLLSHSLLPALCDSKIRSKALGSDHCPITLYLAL
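Kinetic fluorescence read (525 ex/598 em nm, three reads 60 s apart) of AP-site incision; signal = third minus first read. Enzyme 0.75 nM, dual-labelled THF duplex 50 nM, compound preincubation 15 min RT.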
* = called active by the depositor; ? = inconclusive; nt = not tested or not shown; & = joins results of further samples; [ ] = dose if it differs, or a comment. The call rests on the fitted dose curve; in most records, active means well fitted inhibition curve with a large enough effect; inconclusive means small, poorly fitted or top-dose-only effect; inactive means no such curve, though single readings can be large or run the other way. Unless noted, on the % scale 0 is the no-effect control and ±100 the full control effect; potency means the concentration at half of the fitted maximal effect.

SMILES	Apoferritin bind	APE1 inh
C/C(=C\C[Si](C)(C)C)CCC=O	nt	2%
C=C(C(=O)Oc1ccccc1C(C)(C)C)c1ccccc1	nt	23%
COc1cccc([C@@H]2Oc3ccc(Br)cc3[C@H](O)[C@H]2O)c1	nt	2%
C=C1C2c3ccccc3C(CC2(C)O[Si](C)(C)C)N1C(=O)OC (centres undefined)	nt	-6%[12.4 µM]
Cc1cccc(CNc2ncnc3ccc(-c4ccc5c(ccn5C)c4)cc23)c1	nt	-2%
CC/C=C/C#N	nt	-4%
CC(=O)Nc1ccc(S(=O)(=O)N2CCc3nc(-c4ccccc4)c4c(c3C2)CO[C@@H](C)C4)cc1	nt	-3%[12.4 µM]
FC(F)(F)c1cc(NC(=S)Nc2ccc3cc4ccccc4cc3c2)cc(C(F)(F)F)c1	nt	1%
CC1(OC(=O)c2ccc(Cl)nc2)C(=O)C=c2cc(-c3ccsc3)ncc2=C1OC(=O)C1CCCC1 (centres undefined)	nt	-4%[12.4 µM]
Oc1ccc(CNc2ccc(C(F)(F)F)cc2Cl)c2cccnc12	nt	11%
COC(=O)C1=C(C(=O)OC)[C@@H]2N(C)c3ccc(OC)cc3[C@@]23C[C@@H](C(=O)OC)N(S(=O)(=O)c2ccc(Br)cc2)C3=N1	nt	-2%[12.4 µM]
CC1CCCO1 (centres undefined)	nt	2%
c1ccc(-c2nc(-c3ccccc3)c(NC3CCCCC3)o2)cc1	nt	-1%
c1ccc(Oc2ccccc2)cc1	nt	?
CC(C)(C)OC(=O)NCCCC1=CC2=CC(=O)C(C)(OC(=O)c3ccc(Cl)nc3)C(=O)C2=CO1 (centres undefined)	nt	-7%
CN[C@@H]1[C@@H](O[C@H]2O[C@H](CO)[C@@H](N)[C@H](O)[C@H]2O)O[C@H]2C[C@@H](N)[C@@H](O[C@H]3[C@H](O)[C@@H](O)[C@H](N)C[C@@H]3N)O[C@@H]2[C@@H]1O	nt	2%[21 µM]
CCCCC[C@H](O)/C=C/C=C/C=C/[C@H](O)C/C=C\CCCC(=O)O	nt	1%
Cc1ccc(CNc2cccc(N3CCCCC3)c2)cc1	nt	13%
CC(C)C[C@@H](CC(=O)N[C@@H](CCC(=O)O)CC(=O)O)NC(=O)[C@@H]1CNCC[C@H]1NC(=O)C[C@H](CCCN)NC(=O)C[C@H](CO)NC(=O)[C@@H]1CCCC[C@H]1N	nt	-1%
CCCCc1nc2c(c3c1C[C@H](C)OC3)CN(C(=O)Cc1cccs1)CC2	nt	14%[12.4 µM]

3 compounds drawn at random from the list so far, as already listed:
SMILES	Apoferritin bind	APE1 inh
CC1CCCO1 (centres undefined)	nt	2%
CC(=O)Nc1ccc(S(=O)(=O)N2CCc3nc(-c4ccccc4)c4c(c3C2)CO[C@@H](C)C4)cc1	nt	-3%[12.4 µM]
C=C1C2c3ccccc3C(CC2(C)O[Si](C)(C)C)N1C(=O)OC (centres undefined)	nt	-6%[12.4 µM]

Further records:
SMILES	Apoferritin bind	APE1 inh
COc1ccc2c(c1)O[C@H](c1ccc3c(c1)OCO3)[C@@H](OC(=O)Nc1ccc(C)c(Br)c1)C2=O	nt	-1%
C=C(C)C(=O)c1cccs1	nt	-1%
c1ccsc1	nt	2%
COC(=O)CCCC1=CC2=C(c3ccccc3)C(=O)C(C)(OC(=O)C3CCCC3)C(=O)C2=CN1Cc1ccccc1 (centres undefined)	nt	2%[12.4 µM]
CC(C)C[C@@H](CC(=O)N[C@@H](CCC(=O)O)CC(=O)O)NC(=O)[C@@H]1CNCC[C@H]1NC(=O)C[C@H](CCCN)NC(=O)C[C@H](Cc1ccccc1)NC(=O)[C@@H]1CNCC[C@H]1N	nt	8%
Nc1ccc(Cl)cc1Cl	nt	4%
COC(=O)c1ccc(C(NC(=O)OCc2ccccc2)/C(C)=C/[C@@H](C)C(=O)NCc2cccnc2)cc1 (some centres undefined)	-19%	-2%
Cn1c(-c2ccccc2)c(O)c(=O)c2ccccc21	26%[15.3 µM]	?
O=C1CCCC=C1[C@@H](O)COCc1ccccc1	-1%[15.3 µM]	23%[12.4 µM]
CCN(CC)CCCCn1c(-c2ccccc2)nc2c(N(CCOC)CCOC)nc(C)nc21	-10%	-11%
CCCCCCCCCCCCCCCC(=O)NCCc1ccc(O)c(O)c1	-7%	?
CCCCc1nc2c(c3c1CC(C)OC3)CN(CCOc1ccccc1)CC2 (centres undefined)	-12%[15.3 µM]	-12%[12.4 µM]
COC(=O)c1ccc(C(NC(=O)OCc2ccccc2)/C(F)=C/[C@@H](C)C(=O)N[C@@H](CO)Cc2ccccc2)cc1 (some centres undefined)	-6%	-2%
CCCc1cc2c(n1CCc1ccc(Cl)cc1)C(C)C1CN(C(=O)c3ccccc3)C(C)(C(=O)OC)C21 (centres undefined)	-19%	-7%
Cc1nc(NCc2ccccc2)c2nc(-c3ccccc3)n(C(C)CN(C)C)c2n1 (centres undefined)	-15%	-6%
CC1CCC2C(=O)OC(Cc3ccccc3)CN2C1c1ccc(Br)cc1 (centres undefined)	-16%&-10%[15.3 µM]	-11%&-8%[12.4 µM]
O=C1C=C(NCCO)C(=O)c2cnccc21	0%	?
CCOC(=O)OCC1OC(c2ccc(C(C)=O)cc2)C=CC1OC(=O)OCC (centres undefined)	0%[15.3 µM]	0%[12.4 µM]
CO/N=C\[C@@H](OC)[C@H](C)/C=C\CC(=O)OC	2%[15.3 µM]	-5%[12.4 µM]
Cc1cc(C)cc(C#CC2C=CC(Oc3ccc(C4CCCC4)cc3)C(CO)O2)c1 (centres undefined)	-19%[15.3 µM]	?
O=C1[C@H]2[C@H]3[C@H](O)[C@H](O)C/C(=N/OCc4ccccc4)[C@@H]3CC[C@@H]2C(=O)N1C[C@@H]1CCCO1	-3%[15.3 µM]	18%[12.4 µM]
C=CC[C@@H]1C=C[C@@H](O/N=C2/[C@H]3O[C@@H]3[C@@H](O)[C@H]3[C@H]2CCn2c(=O)n(-c4ccccc4)c(=O)n23)[C@@H](CO)O1	-8%[15.3 µM]	-6%[12.4 µM]
COC(=O)C/C=C\[C@@H](C)[C@@H](/C=N\OC[C@@H](O)[C@H]1O[C@H]2OC(C)(C)O[C@H]2[C@@H]1O)OC	-8%[15.3 µM]	18%[12.4 µM]
CC(C)=NO[C@@H](C)c1cn([C@H](CO)Cc2ccccc2)nn1	2%&-11%[15.3 µM]	38%&-4%[12.4 µM]
C/C=C/OC(=O)NC(c1ccccc1)[C@@]1(C(=O)OC)CCCC1=O (some centres undefined)	-1%[15.3 µM]	3%[12.4 µM]
CCCC[C@@H]1C[C@H]1C(NC(=O)Cc1ccccc1)c1ccc(Cl)cc1 (some centres undefined)	-11%	-4%
Cc1noc(C)c1-c1ccc2ncnc(NCc3ccccc3F)c2c1	-6%	-3%
COC(=O)c1ccc(C(NC(=O)OCc2ccccc2)/C(C)=C/[C@@H](C)C(=O)NCc2cc(C)on2)cc1 (some centres undefined)	-20%	0%
COC(=O)c1ccc(C(/C=C/[C@@H](C)C(=O)NCCc2c[nH]c3ccccc23)NC(=O)OCc2ccccc2)cc1 (some centres undefined)	5%	8%
COC(=O)c1ccc(C(NC(=O)OCc2ccccc2)/C(F)=C/[C@@H](C)C(=O)NCCN2CCOCC2)cc1 (some centres undefined)	-3%	-2%
CC(=O)OC[C@@H]1O[C@@H](O/N=C2/C[C@@H](O)[C@@H](O)[C@@H]3[C@@H]4C(=O)N(C5CCCCC5)C(=O)[C@H]4CC[C@@H]23)[C@H](OC(C)=O)[C@H](OC(C)=O)[C@@H]1OC(C)=O	-5%[15.3 µM]	12%[12.4 µM]
CCCCCC1=C2CNC(Cc3ccccc3)(C(=O)OC)C=C2C(C)C1=O (centres undefined)	-13%	-6%
CC(=O)N1C2(C=CC1(C)C(=O)NCCN1CCOCC1)CCCCC2 (centres undefined)	-9%	-1%
COc1ccc(COC(=O)N/N=C2/C[C@@H](O)[C@@H](O)[C@@H]3[C@@H]4C(=O)N([C@@H](C)c5ccccc5)C(=O)[C@H]4CC[C@@H]23)cc1	-6%[15.3 µM]	22%[12.4 µM]
COC(=O)[C@@]1(Cc2ccccc2)[C@H]2c3cc(C(=O)N4CCCC4)n(CCO)c3C[C@H]2CN1C(=O)c1ccccc1	-12%	-9%
CCN(CC)CCCn1c(-c2ccccc2)nc2c(N3CCOCC3)nc(C)nc21	-12%	1%
CC[C@H]1C2=C3C(CC[C@H]4C(OC)OC[C@](C)([C@@H]34)N(C(=O)OC(C)(C)C)C2)C(CO)C1CO (some centres undefined)	1%	-4%
CCC12C=C(/C=C/c3ccccc3)C(CC)(C1)C(c1ccccc1)CC2=O (centres undefined)	-16%[15.3 µM]	?
C=CC[C@@H]1C=C[C@H](O/N=C(\C)CCN2CCCCc3nc(C)c(C)cc32)[C@H](CO)O1	5%[15.3 µM]	24%[12.4 µM]
Cc1ccc(CNC(=O)[C@H](C)[C@@H]2C[C@@]2(C)[C@@H](NC(=O)OCc2ccccc2)c2ccccc2)c(F)c1F	-2%	-6%
CS(=O)(=O)c1ccc(CNC(=O)[C@H]2C[C@@H]2[C@H](NP(=O)(c2ccccc2)c2ccccc2)c2ccccc2)cc1	-19%	-2%
COC(=O)[C@@]1(Cc2ccc(OC)cc2)[C@H]2c3cc(C(=O)N(C)C)n(Cc4cc(F)c(F)c(F)c4)c3C[C@H]2CN1C(=O)c1ccccc1	-4%	-5%
N#Cc1ccc(C[C@H](C(=O)O)N2C(=O)c3ccc(C(=O)O)cc3C2=O)cc1	-1%	-2%
COC(=O)C1=C(C)N(Cc2ccccc2)C2=C(C(C)=O)C(c3ccccc3)[C@@](O)(C(=O)OC)C(=O)N2C1c1ccccc1 (some centres undefined)	-16%&2%[15.3 µM]	13%[12.4 µM]
COC(=O)c1ccc(C(NC(=O)c2ccco2)[C@]2(C)C[C@H]2C2CCCCC2)cc1 (some centres undefined)	-2%	6%
COC(=O)[C@@]1(Cc2ccc(F)cc2)[C@H]2c3cc(C(=O)N4CCCC4)n(Cc4c(CO)[nH]cc(C)c4=O)c3C[C@H]2CN1C(=O)c1ccccc1	0%	-9%
C[C@@H](C(=O)NCCF)[C@H]1C[C@]1(C)[C@H](NC(=O)OCc1ccccc1)c1ccccc1	-11%	-3%
CO/N=C\C[C@@H]1C=C[C@H](OC(C)=O)[C@H](COC(C)=O)O1	-10%[15.3 µM]	-4%[12.4 µM]
O=S(=O)(Nc1cccc2cccnc12)c1ccc(Br)cc1	-13%	-2%
CC(C)C(=O)NC(=O)C1CCCN1C(=O)/C=C/c1ccccc1 (centres undefined)	-6%[15.3 µM]	?
CCOC(=O)CCN1C(=O)[C@H]2[C@H]3[C@H](O)[C@H](O)C/C(=N/NC(=O)OCc4ccccc4)[C@@H]3CC[C@@H]2C1=O	-1%[15.3 µM]	?
Cc1cc(=O)oc2cc(OC3C=CC(C#CC(C)(C)C)OC3CO)ccc12 (centres undefined)	0%[15.3 µM]	-6%[12.4 µM]
O=C1[C@H]2[C@H]3[C@H](O)[C@H](O)C/C(=N/OC[C@@H](O)COCc4ccco4)[C@@H]3CC[C@@H]2C(=O)N1Cc1ccc2c(c1)OCO2	-2%[15.3 µM]	11%[12.4 µM]
CCN1C(=O)[C@H]2[C@H]3[C@H](O)[C@H](O)C/C(=N/OCc4ccccc4)[C@H]3CC[C@@H]2C1=O	2%[15.3 µM]	27%[12.4 µM]
CC(=O)OC[C@@H]1O[C@@H](O/N=C2/C[C@@H](O)[C@@H](O)[C@@H]3[C@H]4C(=O)N(c5ccc(F)cc5F)C(=O)[C@@H]4CC[C@H]23)[C@H](OC(C)=O)[C@H](OC(C)=O)[C@@H]1OC(C)=O	0%[15.3 µM]	25%[12.4 µM]
Cc1ccc(CNC(=O)C2(CC(C)C)C=CCN2C(=O)c2ccccc2)o1 (centres undefined)	?	-2%
OC1c2ccccc2-c2nc3ccccc3cc21 (centres undefined)	-6%	-6%
CC(C)c1cccc2cc3c(nc12)-c1cccc(=O)n1C3	35%[activator]	-2%
C=CCOC(=O)/C=C/NC(=O)/C=C/C=C/CCCCCCCC(C)O (centres undefined)	-20%&-13%[15.3 µM]	17%[12.4 µM]
CO[C@@H]1COC(=O)[C@@H](C)COC(=O)[C@@H](C)NC(=O)C/C=C\[C@@H]1C	-7%[15.3 µM]	17%[12.4 µM]
Following part:
SMILES	Apoferritin bind	APE1 inh
COc1ccc(O[C@H]2C=C[C@@H](c3ccccc3)O[C@H]2COC(=O)NCc2cccc3ccccc23)cc1	9%[15.3 µM]	37%[activator][12.4 µM]
N#Cc1ccc(C[C@@H](NS(=O)(=O)c2ccc(C(=O)O)cc2)C(=O)O)cc1	6%	-7%
COC(=O)NC(c1cccc(F)c1)[C@]1(C(C)=O)CCCC1=O (some centres undefined)	-6%[15.3 µM]	7%[12.4 µM]
COCCNc1nc(C)nc2c1nc(-c1ccccc1)n2CCN1CCCC1	3%	?
C[C@@H]1CN2[C@H](c3ccc(Br)cc3)[C@H](C)CC[C@H]2C(=O)O1	-8%[15.3 µM]	27%[12.4 µM]

Single values from the list:
Apoferritin bind result of COCCNc1nc(C)nc2c1nc(-c1ccccc1)n2CCN1CCCC1 → 3%
APE1 inh result of C[C@@H]1CN2[C@H](c3ccc(Br)cc3)[C@H](C)CC[C@H]2C(=O)O1 → 27%[12.4 µM]
APE1 inh result of N#Cc1ccc(C[C@@H](NS(=O)(=O)c2ccc(C(=O)O)cc2)C(=O)O)cc1 → -7%

Assay outcomes: PubChem BioAssay, National Center for Advancing Translational Sciences (NCATS)

Only part of the results is shown; the hit share may differ from the screen's.
